# Bim-Mcl-1: disrupts Bim peptide binding to human Mcl-1; Bead-based flow cytometry, Bim peptide-Mcl-1 binding; actives 0.1% (n = 190,000); inhibition, % at 10 µM;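 also: 0% = no compound tracer wells and 100% = peptide blocker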
# RGS7-Gao: modulates binding of RGS7 to human Galphao | Multiplexed bead flow cytometry; actives lie on both sides | binding response (% of control), % at 10 µM | P09471 | actives 0.35% (n = 220,000); in the data active = binding response below about 49% or above about 150%; inconclusive = no clear call, values can overlap the other calls; inactive = in between;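 also: fluorescent Galphao held in activated GDP-AlF4 state binding bead-coupled RGS7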
# Bcl-2 Bim block: human Bim-Bcl-2 interaction inhibition. P10415. Bead-based flow cytometry, Bim peptide-Bcl-2 binding. inhibition, % at 10 µM. actives 0.06% (n = 190,000). AID 950; in the data active = inhibition above about 40%; inconclusive = no clear call, values can overlap the other calls;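 also: 0% = no compound wells with probe peptide and 100% = reference peptide inhibitor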
# Bim-Bcl-W: human Bim-Bcl-W interaction inhibition | Q92843 | bead-based flow cytometry, Bim peptide-Bcl-W binding | inhibition, % at 10 µM | actives 0.02% (n = 190,000) | AID 952;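 also: 0% = bound tracer without compound and 100% = peptide blocker; higher means less fluorescent Bim peptide bound to Bcl-W beads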
# RGS4-Gao reg: modulates binding of RGS4 to human Galphao; P09471; Multiplexed bead flow cytometry; actives lie on both sides; binding response (% of control), % at 10 µM; actives 0.33% (n = 220,000); in the data active = binding response below about 49% or above about 150%; inactive = in between;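 also: fluorescent Galphao activated with aluminum fluoride binding bead-coupled RGS4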
# RGS8-Gao reg: regulators of human RGS8-Galphao interaction; P09471; multiplexed bead flow cytometry, RGS8-Galphao binding; actives lie on both sides; response (percent of control binding), % at 10 µM; actives 0.34% (n = 220,000); AID 1423; in the data active = response below about 60% or above about 140%; inactive = in between;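 also: Galphao activated as the GDP aluminium fluoride complex binding bead-coupled RGS8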
# Bfl-1 Bim block: human Bim-Bfl-1 interaction inhibition | Bead-based flow cytometry, Bim-Bfl-1 binding inhibition | actives 0.12% (n = 190,000) | inhibition, % at 10 µM;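 also: 0% = wells without compound plus tracer and 100% = blocker peptide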
# Bcl-XL Bim block: human Bim-Bcl-XL interaction inhibition | inhibition, % at 10 µM | actives 0.04% (n = 190,000) | Q07817 | Bim peptide-Bcl-XL binding, bead flow cytometry, fluorescence
# ABCB1 inh: inhibitors of human ABCB1 transporter, ABCG2 counter-screen; P08183; CCRF-Adr cells, JC-1 efflux, flow cytometry; inhibition, % at 6.6 µM; actives 0.067% (n = 190,000); in the data active = inhibition above about 40%;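 also: 0% = vehicle and 100% = reference inhibitor; higher value means more JC-1 retained so stronger ABCB1 efflux block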
# Target sequence (P08183 whole entry, looked up): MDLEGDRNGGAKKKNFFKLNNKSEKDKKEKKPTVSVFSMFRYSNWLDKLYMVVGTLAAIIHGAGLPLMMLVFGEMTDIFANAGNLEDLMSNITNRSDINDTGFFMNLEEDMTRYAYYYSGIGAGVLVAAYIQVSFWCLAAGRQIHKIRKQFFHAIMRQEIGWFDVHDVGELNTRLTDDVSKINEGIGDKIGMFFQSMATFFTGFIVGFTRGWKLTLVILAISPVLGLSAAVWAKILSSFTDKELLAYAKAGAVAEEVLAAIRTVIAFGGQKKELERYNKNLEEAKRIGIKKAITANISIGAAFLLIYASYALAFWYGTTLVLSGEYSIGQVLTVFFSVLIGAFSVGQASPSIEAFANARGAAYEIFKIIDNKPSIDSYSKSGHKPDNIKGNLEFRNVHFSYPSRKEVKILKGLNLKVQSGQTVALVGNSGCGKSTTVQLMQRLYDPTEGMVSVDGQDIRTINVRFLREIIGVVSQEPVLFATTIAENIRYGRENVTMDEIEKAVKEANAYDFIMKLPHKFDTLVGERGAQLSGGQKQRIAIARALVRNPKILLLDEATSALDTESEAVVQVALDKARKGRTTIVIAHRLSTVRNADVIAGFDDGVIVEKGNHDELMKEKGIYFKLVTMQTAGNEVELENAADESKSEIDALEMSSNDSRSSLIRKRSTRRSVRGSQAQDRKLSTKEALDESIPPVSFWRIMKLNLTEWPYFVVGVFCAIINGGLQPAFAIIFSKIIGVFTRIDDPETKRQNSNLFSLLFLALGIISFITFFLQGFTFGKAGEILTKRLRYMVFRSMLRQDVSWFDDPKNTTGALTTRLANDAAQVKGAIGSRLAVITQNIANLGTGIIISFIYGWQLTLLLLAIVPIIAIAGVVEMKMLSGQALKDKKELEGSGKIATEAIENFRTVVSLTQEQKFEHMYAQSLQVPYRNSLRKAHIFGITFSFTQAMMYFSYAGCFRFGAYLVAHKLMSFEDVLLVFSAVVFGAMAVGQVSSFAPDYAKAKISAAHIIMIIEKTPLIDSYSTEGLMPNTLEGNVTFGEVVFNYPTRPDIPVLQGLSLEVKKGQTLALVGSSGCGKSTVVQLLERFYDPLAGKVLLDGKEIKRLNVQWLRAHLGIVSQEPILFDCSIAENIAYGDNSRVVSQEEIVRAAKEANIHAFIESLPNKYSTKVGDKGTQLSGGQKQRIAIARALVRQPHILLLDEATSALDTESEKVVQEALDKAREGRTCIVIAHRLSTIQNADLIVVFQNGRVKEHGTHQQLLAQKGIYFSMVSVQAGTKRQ
# Bcl-B Bim block: inhibitors of Bim-Bcl-B interaction, human; Q9HD36; bead-based flow cytometry, Bim peptide-Bcl-B binding; inhibition, % at 10 µM; actives 0.073% (n = 190,000);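 also: 0% = tracer peptide without compound and 100% = reference inhibitor peptide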
# ABCG2 block: blocks JC-1 efflux by human ABCG2 transporter; Q9UNQ0; IgMXP3 cells, flow cytometry; inhibition, % at 6.6 µM; actives 0.1% (n = 190,000);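 active = inhibition above 80%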;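 also: 0% = DMSO and 100% = nicardipine control wells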
#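 Test system: IgMXP3 (ABCG2) plus far-red-tagged CCRF-Adr (ABCB1) cells / Amount: 3 million cells/mL in well / Reagent: JC-1 transporter substrate / Timing: 10 min compound exposure, 25 °C / Signal: flow cytometry, 530 nm JC-1 signal / Read-out: percent efflux inhibition, scaled nicardipine 100% to DMSO 0% / Benchmarks: nicardipine as high control, DMSO as low control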
# An asterisk follows results filed as active; ? = inconclusive; . = not tested or not shown; & = joins results of further samples. Rule as the data show it, unless noted: active = inhibition above about 40%.
SMILES,Bim-Mcl-1,RGS7-Gao,Bcl-2 Bim block,Bim-Bcl-W,RGS4-Gao reg,RGS8-Gao reg,Bfl-1 Bim block,Bcl-XL Bim block,ABCB1 inh,Bcl-B Bim block,ABCG2 block
Cc1cccc(-n2c(N)cc(=O)nc2SCC(=O)NC2CCCCC2)c1,-2,98,-12,-2,98,102,-14,-4,0.6,-6,3
CCO[C@@H]1OC(C(=O)O)=C[C@H](C2CCCCC2)[C@H]1CCCO,-1,101,-8,-2,99,99,-4,1,3.2,-6,1
Cn1nnnc1SCC(=O)Nc1nn(-c2ccccc2)nc1C(N)=O,2,105,0,-1,101,97,0,0,0.9,-2,5
CCO[C@H]1OC(C(=O)NCc2ccccc2)=C[C@@H](C)[C@@H]1CCCO,0,110,-3,-2,108,99,-7,-1,0.9,-1,2
COc1ccc(C(NC(=O)c2cccnc2)c2cc(Cl)c3cccnc3c2O)cc1OC (stereo not drawn),1,94,-4,4,97,97,-3,0,3.3,-4,1
CNS(=O)(=O)c1ccc(N2CCCC2)c([N+](=O)[O-])c1,1,?,0,0,98,98,-3,-1,-0.3,-1,0
S=c1nccc(-c2cc(Cl)sc2Cl)[nH]1,-5,105,-6,0,98,101,-9,-9,1.9,-12,9
O=C(NC1CCCCCCC1)C1CCN(c2nc3ccccc3o2)CC1,-8,102,-11,-1,102,102,-18,-11,0.3,-9,25
COc1ccc(NC(=O)CSc2nnc(-c3ccccc3C)n2N)cc1OC,-4,100,-4,-4,96,98,-3,-4,-0.1,-3,0
CN(C)CCCNCCCNC(=O)/C=N/O,-2,105,-10,0,104,107,-17,5,0.2,-5,1
O=C(NC(c1ccccc1)c1ccccc1)N1CCOCC1,0,?,-3,0,107,105,-5,-2,-0.3,-3,-2
O=C(Nc1ccc2c(c1)OCCO2)NC1(C(F)(F)F)Oc2ccccc2O1,-1,100,-8,-5,100,99,-5,-7,0.4,-7,5
O=C(COc1ccc(C(=O)Nc2ccc(Cl)cc2)cc1)NCc1ccccc1,-2,99,-1,-2,100,98,-14,-6,0.3,-8,4
O=[N+]([O-])c1ccccc1/C=C/C=N/n1c(-c2ccc(Cl)cc2)n[nH]c1=S,-5,113,-2,1,100,97,7,-1,-0.4,-18,-1
CCN(CC)CCNc1nc(-c2ccc(OC(F)F)cc2)c(C)s1,0,98,0,0,101,99,-1,-1,0.3,-2,2
CCOC(=O)c1c(C)[nH]c(N=Nc2ccc(C)cc2C)c1C,0,100,-2,1,98,102,4,-2,-0.1,0,1
Cc1ccc(Sc2ncnc3onc(C)c23)c(C)c1,-2,100,-5,-1,98,97,-6,-2,0.1,-1,-1
COC(=O)[C@H](CCSC)NC(=O)Nc1ccc(C(C)C)cc1,-4,101,-10,-3,100,98,-13,-5,0.1,-9,2
O=[N+]([O-])c1cccc(/C=N/Nc2nc(N3CCOCC3)nc(N3CCOCC3)n2)c1,-3,101,-3,-2,102,105,5,0,0.8,0,9
O=C(NCCC1=CCCCC1)C1CCN(S(=O)(=O)N2CCOCC2)CC1,-1,106,0,0,105,100,-1,1,0.3,0,0
c1ccc(Cn2ccc(-c3cnc(-c4ccccc4)s3)n2)cc1,-1,97,-10,1,99,98,-8,-1,0.8,-12,11
CCCCN1C2=NCCCN2c2cc(C)c(C)cc21,0,101,-2,-1,99,99,-1,0,0.7,0,2
Cn1nc(CC(=O)N2CCN(c3ccccc3)CC2)c2ccccc2c1=O,-3,101,-12,1,104,106,-12,-6,1.3,-4,4
COc1cc(CCNc2ccc3nnc(-c4ccccc4)n3n2)cc(OC)c1OC,17,86,8,18,88,94,7,21,1.7,16,16
CC(C)c1ccc(/C=N/NC(=O)CC(=O)NC2CCCCC2)cc1,4,98,-5,0,103,101,-3,-1,0.6,-2,3

# (next part)
SMILES,Bim-Mcl-1,RGS7-Gao,Bcl-2 Bim block,Bim-Bcl-W,RGS4-Gao reg,RGS8-Gao reg,Bfl-1 Bim block,Bcl-XL Bim block,ABCB1 inh,Bcl-B Bim block,ABCG2 block
COc1ccc(-c2cc(C(=O)Nc3ccccc3O)c3ccccc3n2)cc1OC,0,102,0,0,96,96,6,-4,1.0,-8,0
O=C(Oc1cccnc1)c1cc(S(=O)(=O)N2CCCCC2)ccc1Cl,4,99,-3,1,99,100,-10,0,0.2,-5,1
COc1ccc(OC)c(CNC(=O)CCCc2cn(C)c3ccccc23)c1,-1,100,0,-3,98,95,0,-3,0.6,-2,6
Cc1ccc(/C=c2/sc3nnc(-c4ccccc4Cl)n3c2=O)o1,-5,101,-5,2,100,99,-15,-8,1.8,-10,58
Nc1nnnn1/N=C/c1cc(Cl)cc(Cl)c1OCc1ccc(Cl)cc1Cl,0,101,-7,4,105,101,-6,1,-0.7,-6,7
CCN1CCCC1CN(Cc1cc2ccc(C)cc2[nH]c1=O)C(=S)Nc1ccccc1OC (stereo not drawn),-1,105,-5,-1,105,105,-3,-7,-0.4,-6,2
O=c1oc2c3c4c(cc2s1)CCCN4CCC3,3,79,1,1,87,84,6,-1,0.4,1,2
O=C(NCCCCNC(=O)c1ccc(Br)s1)c1ccc(Br)s1,2,98,-1,1,97,98,-5,-1,-0.1,-5,-1
CCNC(=S)NNC(=O)c1csc2ccccc12,0,106,-6,1,103,104,-4,-2,0.0,-12,0
CCCOC(=O)Cc1n[nH]c(=O)[nH]c1=O,-4,98,-10,0,98,99,-17,-10,0.0,-9,-1
O=C(C1=NN[C@@H]2C(=O)N(c3cccc(C(F)(F)F)c3)C(=O)[C@H]12)C(c1ccccc1)c1ccccc1,-3,100,-10,-4,99,99,-9,-4,0.2,-2,2
COc1ccc(C(=O)Nc2ccc3c(c2)C(=O)c2ccccc2C3=O)cc1OC,0,78,-7,-1,81,97,-8,-4,0.1,-5,0
CN(C)Cc1nc2ccccc2c(=O)n1CC#N,0,105,0,0,104,107,-4,-3,0.1,-2,0
COc1ccc(-n2c(Cc3cc(=O)[nH]c(=O)[nH]3)nnc2SCC(=O)N2CCC(C)CC2)cc1,-1,106,-6,-2,105,104,-10,-2,0.1,-8,0
CC(C)CCNCC(O)CON=C1c2ccccc2-c2ccccc21 (stereo not drawn),3,110,0,0,102,102,-5,-2,0.8,-2,-1
COc1cc(/C(C)=N/NC(=O)CSc2nncn2C)ccc1OCc1ccccc1Cl,-4,97,1,-2,100,100,0,-4,0.8,-6,32
COC(=O)c1ccc(CSc2nnc(Nc3ccccc3OC)s2)o1,1,102,3,1,95,99,2,-2,0.3,0,3
O=C1c2ccccc2C(=O)N1CCCc1nc2ccccc2c(=O)n1CCCn1ccnc1,-5,102,-3,-5,105,100,-2,0,0.8,-6,6
C=CCn1c(C)cc(C)c(C#N)c1=O,-1,99,-1,-1,103,104,-4,-2,0.0,0,0
NC(=O)c1cccn1-c1ncc(C(F)(F)F)cc1Cl,-4,102,2,-1,99,101,4,-1,0.2,0,2
CCOC(=O)c1sc(NC(=O)c2ccccc2F)c(C(N)=O)c1C,-3,100,-7,-4,97,98,-14,-7,0.9,-7,9
CCN(CCCNC(=O)COc1cc(=O)n(C)c2ccccc12)c1ccccc1,-3,116,-1,-1,116,110,3,0,0.9,-5,6
O=C(NC1CCS(=O)(=O)C1)c1cccc(S(=O)(=O)N2CCCCC2)c1 (stereo not drawn),-1,102,-8,3,104,101,-15,-1,-0.5,-6,5
COc1ccc(-c2nc(-c3ccccn3)no2)cc1,1,103,0,0,102,103,-3,0,0.2,0,2
CC(=O)c1nn(-c2cccc(Br)c2)cc1C(=O)c1ccccc1,-2,102,-12,0,103,99,-12,-1,0.9,-9,8

# One compound at a time (already shown). Order of screens: Bim-Mcl-1 | RGS7-Gao | Bcl-2 Bim block | Bim-Bcl-W | RGS4-Gao reg | RGS8-Gao reg | Bfl-1 Bim block | Bcl-XL Bim block | ABCB1 inh | Bcl-B Bim block | ABCG2 block
# O=C1c2ccccc2C(=O)N1CCCc1nc2ccccc2c(=O)n1CCCn1ccnc1 reads -5 | 102 | -3 | -5 | 105 | 100 | -2 | 0 | 0.8 | -6 | 6
# Cc1ccc(/C=c2/sc3nnc(-c4ccccc4Cl)n3c2=O)o1 reads -5 | 101 | -5 | 2 | 100 | 99 | -15 | -8 | 1.8 | -10 | 58
# Cc1ccc(Sc2ncnc3onc(C)c23)c(C)c1 reads -2 | 100 | -5 | -1 | 98 | 97 | -6 | -2 | 0.1 | -1 | -1

# (continued)
SMILES,Bim-Mcl-1,RGS7-Gao,Bcl-2 Bim block,Bim-Bcl-W,RGS4-Gao reg,RGS8-Gao reg,Bfl-1 Bim block,Bcl-XL Bim block,ABCB1 inh,Bcl-B Bim block,ABCG2 block
Cc1cc(OC(=O)N2CCCCC2)cc(C)c1Cl,7,99,-12,0,101,102,-16,-8,0.7,-10,3
COc1ccccc1Nc1nc(C)cs1,0&-2,105&103,-7&-5,-2&-3,103&106,100&104,-5&-6,-2&-1,0.8&0.2,-6&0,2&1
Clc1cccc(Cl)c1NC1=NCCN1,0,95,-5,1,95,97,-2,3,.,0,1
CCCc1cc(C(=O)NNC(=S)NCC2CCCO2)cs1 (stereo not drawn),-3,108,1,-2,105,96,4,-1,-0.2,4,1
Nc1ccc(S(=O)(=O)N2CCCC2)cc1,-4,99,-8,-7,99,98,-5,-7,0.4,-9,4
O=C(CCCOc1ccc(Cl)cc1)Nc1ccc(N2CCOCC2)cc1,-1,101,0,-3,102,102,-4,-1,0.1,-3,0
Cc1nn(Cc2ccc(F)cc2)c2sc(C(=O)Nc3ccccc3N3CCOCC3)cc12,0,91,-5,-3,89,83,1,1,3.5,2,8
COc1cc(Br)c(C(C)NC(=O)c2ccccc2)cc1OC (stereo not drawn),-3,96,-3,-2,96,96,-3,0,0.8,-2,2
CCC(=O)NC(=S)Nc1ccc(NC(=O)c2ccco2)c(OC)c1,-2,100,0,0,100,102,-1,-2,1.8,-4,11
CCn1c(Cc2c(C)[nH]c3ccccc23)nnc1SCC(=O)NCc1ccco1,-4,97,3,-5,99,82,0,-4,0.3,-9,0
COc1ccc(C(=O)NC2CCN(C(=S)Nc3cc(C)ccc3C)CC2)cc1,-4,104,0,-6,111,111,-2,-11,-3.9,-7,-3
CCOC(=O)N1CCN(c2cc(=O)n(Cc3ccc(F)cc3)c(=O)[nH]2)CC1,-10,98,12,-5,100,101,-5,-10,0.1,-8,0
O=C(O)CC1S/C(=N\N=C2CCCCCCC2)N(c2ccccc2)C1=O (stereo not drawn),0,?,-1,1,100,101,-2,-1,-0.3,0,-2
Cc1ccc2c(c1)[C@@H]1CN(C)CC[C@@H]1N2S(=O)(=O)c1ccc([N+](=O)[O-])cc1,3,102,3,4,102,103,-3,0,1.1,0,7
CC(c1nc2ccccc2o1)N1C(=O)c2ccccc2C1=O (stereo not drawn),-4,99,-4,-6,99,104,-6,-9,-0.3,-7,-1
CCOC(=O)c1c(-c2ccccc2)csc1NC(=O)COc1ccc2c(C)cc(=O)oc2c1,-2,100,0,-4,100,101,0,-1,0.5,-3,0
CC(=O)N(C(C)=O)c1c(N2CCOCC2)c2ccccc2oc1=O,-2,98,0,1,97,100,0,2,0.3,0,1
Cc1ccc(C)c(-n2c(Cc3cc(=O)[nH]c(=O)[nH]3)nnc2SC(C)C)c1,-1,104,-7,-1,104,109,-6,-4,0.0,-6,0
Cc1cc2ncn(/N=C/c3ccc4c(c3)OCO4)c2cc1C,0,97,-3,-1,101,101,-5,-2,-0.4,-3,0
COc1ccc(N2CCN(C(=O)COc3ccc4ccccc4c3)CC2)cc1,0,106,-1,0,105,103,-1,-2,0.4,-2,2

# Screening results as filed in PubChem BioAssay.
